Lipid droplet: modulators of hepatic lipid droplet formation | AML12 mouse hepatocytes, oleate lipid droplets, BODIPY imaging | inhibition, % at 6.5 µM | 0.4% of 240,000 active | AID 1656;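 active = lipid droplet intensity inhibited by at least 50%, with more than 500 cells counted; inconclusive = wells with under 300 cells, treated as cytotoxic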
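Assay system: AML12 mouse liver cells | Compound: 6.5 µM single-point dosing | Schedule: Overnight exposure | Technique: Fluorescence imaging, 20x objective, two fields per well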
Autophagy HCS: autophagy modulation, high-content screen. MEF GFP-LC3 puncta imaging; test concentration mostly 10 µM. calls only at 10 µM (by protocol). 0.98% of 190,000 active;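 active = percentage of spot-positive cells more than 3 SD above its plate mean, without a fluorescence outlier flag or 80% toxicity; inconclusive = no clear call, values can overlap the other calls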;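 note: spot-positive cell cutoff set from DMSO-treated cells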
Ins promoter up: MIN6 insulin promoter up-regulation; z-score at 5 µM; MIN6 insulin promoter-GFP reporter, high-content imaging; active compounds read high; 0.3% of 190,000 active; AID 1625;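 active = z-score above 3 at 5 µM with at least 500 cells counted in the well; inconclusive = wells under 500 cells, flagged as cytotoxic or low count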
WT yeast gro inh: growth inhibition of WT yeast, mitochondrial fusion screen | mitochondrial fusion phenotypic screen, WT strain | inhibition, % at 10 µM | 2.1% of 190,000 active; in the data active = inhibition above about 58%; tested in S. cerevisiae
Myeloid diff 2: compounds promoting myeloid differentiation; ER-HoxA9 myeloid progenitors, lysozyme-GFP differentiation, flow cytometry; calls only at 10 µM; 1% of 360,000 active; AID 624256;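 active = normalized GFP-positive differentiation at or above the plate's own cutoff, the solvent-only control mean plus 3 SD; inconclusive = no clear call, values can overlap the other calls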;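 note: cells exposed to compound for four days before flow analysis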
bCat nuc transl: modulators of beta-catenin nuclear translocation. HeLa beta-catenin nuclear translocation, immunofluorescence imaging. nuclear translocation activity, % at 5 µM. 0.3% of 190,000 active. AID 1665;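 active = nuclear translocation activity above 50% at 5 µM, with a well cell count of 50 or more; inconclusive = wells under 50 cells across six images, flagged as toxic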;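 note: per-cell ratio of nuclear to cytoplasmic median beta-catenin stain intensity; plate controls were DMSO negative control for no effect and GSK-3 inhibitor IX positive control for full effect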
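test system = HeLa cells, endogenous beta-catenin | dosing = single 5 µM dose plus 0.02–20 µM confirmation series | times = compound treatment 24 h, 37°C, 5% CO2 | technique = beta-catenin immunofluorescence imaging with DAPI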
T cell HTS: modulates CD8 T cell binding to vesicles; 2C CD8+ T cell-vesicle binding, flow cytometry; active compounds read low; calls only at 7 µM; 0.068% of 330,000 active; AID 2052;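 active = response, share of CD8 T cells binding vesicles, and their 90th percentile fluorescence all below set limits, cut at about 80% in these data, passing the limit was not always enough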
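material = purified 2C TCR transgenic mouse naive CD8+ T cells | controls = Unloaded micro-vesicles (low), QL9 vesicles with 0.7% DMSO (high) | detection = cytometric PE anti-B7-1 and Alexa647 anti-CD8 signals after 1% paraformaldehyde fixation | incubation = binding step 1.5 h, 37 °C, antibody labelling 20 min, ice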
MT stabilizer: microtubule stabilization, imaging screen | HeLa tubulin immunostaining HCS, 24 h; share of cells brighter than vehicle mean+2SD | % tubulin-high responders, % at 10 µM | 0.83% of 200,000 active | AID 2205;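 active = plate Z-score above 3 for both tubulin-high and condensed-nucleus cell shares, with cell loss under 80%, at 10 µM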;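 note: anti alpha tubulin signal scored within the nucleus-defined area of each cell; some results filed as inactive read as strong as hits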
West Nile virus CPE: inhibition of WNV-induced cytopathic effect – cell-based, CPE readout (AID 1621); CPE inhibition, % at 10 µM, or IC50 in µM where a hit was titrated; 0.02% of 290,000 active; West Nile virus-infected cells, CPE inhibition; higher % means a stronger effect; in the data active = a potency from the dose series; inconclusive = CPE inhibition mostly from about 3.7% at the one dose, without a potency; inactive = the rest, 99 in 100 with CPE inhibition below about 2.2%; note: strong numbers were not always called active
WT yeast gro inh mutant strain: second read-out of WT yeast gro inh, no call of its own (marks repeat the call); inhibition, %; mitochondrial fusion phenotypic screen, mutant strain inhibition
Ins promoter up cell count: recorded beside Ins promoter up, whose call it bears; cell count; measured here: cytotoxicity, nuclei count;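 total cells summed across four imaged fields per well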
Lipid droplet cells 6.5 µM: further read-out of Lipid droplet, marked with its call; cell count; measured here: cell count, cytotoxicity flag;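 cells counted across two imaged fields per well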
bCat nuc transl cell count 5 µM: recorded beside bCat nuc transl, whose call it bears; cell count; measured here: cell count, cytotoxicity flag
T cell HTS vesicle-bound %: further read-out of T cell HTS, marked with its call; double positive events, %; measured here: CD8+ vesicle-bound cell fraction;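 binding gate set so that unloaded-vesicle control wells show 10% double positive cells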
MT stabilizer Hoechst-high %: also measured in MT stabilizer; calls as there; % Hoechst-high responders; measured here: nuclear condensation Hoechst responders;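 share of cells brighter than vehicle mean plus two SD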
MT stabilizer cytotoxicity %: second read-out of MT stabilizer, no call of its own (marks repeat the call); toxicity, %; measured here: cytotoxicity by cell density;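 0% = mean cell density of plate MIN control wells and 100% = no cells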
Autophagy HCS cell loss 18 h: further read-out of Autophagy HCS, marked with its call; toxicity, %; measured here: cell loss, nuclei count;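 cell loss after 18 h compound exposure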
Myeloid diff 2 GFP+ MAC1+ %: also measured in Myeloid diff 2; calls as there; GFP+ MAC1+ double positive, %; measured here: differentiation confirmed by MAC1 staining
* = called active by the depositor; i = inactive; ? = inconclusive; nt = not tested or not shown. Compounds were not picked by outcome. Share with any hit: about 3.9%.

SMILES | Lipid droplet | Lipid droplet cells 6.5 µM | Autophagy HCS | Autophagy HCS cell loss 18 h | Ins promoter up | Ins promoter up cell count | WT yeast gro inh | WT yeast gro inh mutant strain | Myeloid diff 2 | Myeloid diff 2 GFP+ MAC1+ % | bCat nuc transl | bCat nuc transl cell count 5 µM | T cell HTS | T cell HTS vesicle-bound % | MT stabilizer | MT stabilizer Hoechst-high % | MT stabilizer cytotoxicity % | West Nile virus CPE
O=C(O)CSc1nnc(-c2ccc(S(=O)(=O)N3CCCC3)cc2)n1Cc1ccco1 | nt | nt | i | -10 | 0.14 | 1288 | 7 | -14 | i | 6.2 | -2.1 | 927 | i | 15 | 5.5 | 1.6 | 7.5 | 0.4%
CC(=O)Nc1ccc(S(=O)(=O)NNC(=O)c2sc(=S)n(C)c2C)cc1 | 0 | 511 | i | 14 | 0.08 | 1530 | 14 | 1 | i | 0.7 | -0.9 | 1036 | i | 50 | 9.9 | 1.8 | 3.2 | 0.2%
C=CCc1cccc(C2Nc3ccccc3C(=O)N2O)c1O (stereo unspecified) | nt | nt | i | -7 | -0.41 | 1653 | 8 | 25 | i | 0.6 | 0.8 | 1374 | i | 54 | 4.0 | 1.9 | 6.0 | 1.3%
O=C(Nc1ccc2oc(-c3ccccc3)nc2c1)c1ccc2c(c1)OCCO2 | nt | nt | i | 6 | -1.8 | 1215 | 1 | -3 | i | 0.5 | -3.9 | 1015 | i | 43 | 6.4 | 3.1 | 2.9 | 0.3%
COc1cccc(CNC(=O)CN2C(=O)CSc3ccc(S(=O)(=O)N4CCCC4)cc32)c1 | -13 | 709 | i | 16 | -0.29 | 1287 | -9 | 5 | i | 1.9 | -1.4 | 1112 | i | 30 | 1.9 | 2.3 | 6.2 | 0.1%
Cc1ccc(C(=O)c2ccccc2C(=O)O)cc1C | 3 | 681 | i | 4 | -0.75 | 1582 | 2 | -7 | i | 0.2 | -1.4 | 1153 | i | 16 | 1.8 | 2.5 | 4.0 | 0.1%
OCCN(Cc1ccccc1)Cc1ccccc1F | -14 | 744 | i | -1 | -0.07 | 1296 | 6 | 3 | i | 3.8 | nt | nt | i | 21 | 2.5 | 1.2 | 2.7 | -0.4%
O=c1[nH]cnc2cc(-c3ccc(Br)cc3)sc12 | 6 | 796 | nt | nt | nt | nt | nt | nt | i | 2.1 | nt | nt | i | 14 | nt | nt | nt | -0.7%
COc1ccc(OCCC(=O)OCC(=O)NCCC2=CCCCC2)cc1 | 5 | 669 | i | 10 | nt | nt | -1 | 24 | i | 0.5 | 1.7 | 1034 | i | 44 | 7.0 | 2.0 | 10 | -0.3%
CCNC(=O)COC(=O)CCC(=O)c1cccs1 | 0 | 656 | i | -7 | nt | nt | 4 | -4 | i | 0.3 | 0.2 | 884 | i | 55 | 4.0 | 2.6 | 3.7 | 0.2%
CC1(C)Cc2c(c(N3CCOCC3)nc3sc4c(NCc5ccccc5)nnnc4c23)CS1 | -2 | 823 | i | -12 | nt | nt | 23 | -2 | i | 2.0 | 3.1 | 988 | i | 28 | 4.9 | 0.8 | 0.7 | 0.9%
CCOC(=O)COc1cccc2c(=O)n(CC(=O)N3CCCc4ccccc43)ccc12 | -3 | 666 | i | 14 | -0.63 | 2030 | -5 | -5 | i | 3.0 | -1.7 | 1082 | i | 26 | 2.2 | 4.7 | 7.2 | 0.1%
Cc1nc(C)c(-c2ccc(SCc3ccccc3C)nn2)s1 | 11 | 791 | nt | nt | nt | nt | nt | nt | i | 2.8 | nt | nt | i | 45 | nt | nt | nt | -0.2%
NC(=O)c1ccc[n+](CC(=O)OCCC23CC4CC(CC(C4)C2)C3)c1 | nt | nt | i | 11 | 0.61 | 1611 | -4 | -4 | i | 1.8 | -0.4 | 1349 | i | 36 | 1.6 | 1.1 | 8.9 | 0.3%
CCOc1cc(C=O)ccc1OCC(=O)NC(C)(C)C | -8 | 709 | i | -21 | -1.1 | 1437 | -7 | 10 | i | 0.5 | -0.4 | 938 | i | 64 | 3.2 | 2.8 | 5.0 | -0.6%
c1ccc2cc(-c3csnn3)ccc2c1 | nt | nt | i | 4 | 1.8 | 1358 | 5 | -7 | i | 0.4 | -3.1 | 1333 | i | 57 | 2.0 | 1.8 | 8.8 | -0.2%
Cc1ccc(SCC(=O)OCC(=O)NC(C)c2ccc(Br)cc2)cc1 (stereo unspecified) | -6 | 677 | nt | nt | nt | nt | nt | nt | i | 1.0 | nt | nt | i | 16 | nt | nt | nt | 0.7%
O=C(CSc1nnc2c(n1)[nH]c1ccccc12)NCc1ccco1 | 1 | 693 | i | 0 | -0.27 | 1358 | -4 | -3 | i | 0.6 | 0.2 | 1090 | i | 8 | 8.1 | 1.3 | 8.0 | -0.7%
Cn1cc(C(=O)N/N=C/c2ccc([N+](=O)[O-])cc2)c2ccccc21 | -3 | 737 | nt | nt | nt | nt | nt | nt | i | 0.1 | -0.6 | 1334 | i | 36 | nt | nt | nt | 0.0%
COc1ccc(NC(=O)CN2C(=O)NC3(CCCC3)C2=O)c(OC)c1 | 1 | 808 | nt | nt | nt | nt | nt | nt | i | 0.5 | nt | nt | i | 19 | nt | nt | nt | -0.2%
CC(=O)NCN1CCN(CNC(C)=O)CC1 | nt | nt | i | -3 | -0.45 | 749 | 1 | -2 | i | 0.5 | -0.9 | 1164 | i | 14 | 3.4 | 4.7 | 6.6 | 0.5%
CC(C)n1c(O)c(N=NC(=O)CNC(=O)c2cccnc2)c2ccccc21 | 1 | 670 | nt | nt | nt | nt | nt | nt | i | 7.7 | nt | nt | i | 13 | nt | nt | nt | -0.1%
CC(C)(C)c1cc(-c2n[nH]c(=S)n2-c2ccc(Cl)cc2)n[nH]1 | -2 | 704 | nt | nt | -0.43 | 1073 | nt | nt | i | 0.8 | -0.7 | 1300 | i | 24 | nt | nt | nt | 0.1%
Cc1ccc(C(=O)O)cc1N1C(=O)CCCC1=O | 3 | 626 | i | -1 | 0.11 | 1484 | -15 | -15 | i | 0.0 | -1.6 | 1021 | i | 59 | 2.2 | 2.6 | 13 | 0.4%
COC(=O)c1ccccc1NC(=O)C1CC(=O)N(c2ccc(OC)cc2)C1 (stereo unspecified) | -5 | 760 | i | 15 | -0.25 | 1168 | -8 | -2 | i | 0.2 | -1.8 | 1059 | i | 53 | 11 | 19 | 18 | -1.1%
CC(=O)c1ccc(Cc2ccccc2)cc1 | 8 | 716 | i | 12 | 0.58 | 1317 | -10 | -15 | i | 0.3 | -0.5 | 1101 | i | 60 | 4.3 | 2.7 | 3.2 | 0.1%
N#Cc1cc(C(=O)c2ccccc2O)cn(-c2ccc(Cl)cc2)c1=O | -12 | 703 | i | -9 | nt | nt | 9 | -27 | i | 0.2 | -0.4 | 1020 | i | 57 | 2.1 | 3.8 | 9.7 | -0.6%
Cc1cccc(C)c1NS(=O)(=O)c1ccc2c(c1)NC(=O)CO2 | 16 | 671 | i | -2 | -0.85 | 1353 | -16 | 12 | i | 0.5 | 0.5 | 1033 | i | 34 | 1.2 | 1.2 | 7.0 | -0.1%
O=C1CCc2cc(S(=O)(=O)N3CCCC3C(=O)NC3CCCCCCC3)ccc2N1 (stereo unspecified) | nt | nt | i | 14 | -1.2 | 1041 | 3 | 3 | i | 2.1 | nt | nt | i | 22 | 2.8 | 2.1 | 5.6 | -0.4%
Cc1nnc(SCC(=O)Nc2ccccc2)n(N)c1=O | 3 | 732 | i | -4 | 1.6 | 1160 | 0 | -9 | i | 0.4 | -2.4 | 1102 | i | 32 | 2.0 | 2.6 | 5.1 | 0.2%
O=[N+]([O-])c1ccccc1CSc1ccccn1 | -30 | 619 | nt | nt | 0.17 | 1050 | nt | nt | i | 0.0 | 0.9 | 1322 | i | 6 | nt | nt | nt | 0.0%
O=C(Nc1ccc(Cl)cc1)N1CCSC1=NCc1ccccc1 | -10 | 748 | nt | nt | 1.6 | 1010 | nt | nt | i | 1.0 | 0.1 | 1286 | i | 17 | nt | nt | nt | -0.1%
CNC(=O)C(=O)Nc1cc2c3c(c1)C(C)C(=O)N3CCC2 (stereo unspecified) | -1 | 680 | nt | nt | nt | nt | nt | nt | ? | nt | nt | nt | i | 48 | nt | nt | nt | 0.1%
CCOc1cc(N2CCOCC2)c(OCC)cc1NC(=O)c1cccc(N(C)C)c1 | 6 | 688 | i | 17 | -0.14 | 1241 | -9 | 14 | i | 0.6 | -3.6 | 1109 | i | 53 | 3.3 | 3.2 | 6.8 | -0.5%
O=c1n(-c2ccccc2)c(=O)n2n1CCCC2 | -5 | 749 | i | 0 | nt | nt | 7 | 14 | i | 9.3 | nt | nt | i | 22 | 1.3 | 2.1 | 7.7 | 0.3%
CCN(CC(=O)Nc1ccc(NC(C)=O)cc1)C(=O)Cc1c(Cl)cccc1Cl | -2 | 707 | nt | nt | nt | nt | nt | nt | i | 0.9 | nt | nt | i | 55 | nt | nt | nt | 0.3%
NS(=O)(=O)c1ccc(CCNC(=O)C2CCCCC2)cc1 | 1 | 796 | i | -5 | -0.13 | 998 | -2 | 3 | i | 1.0 | -5.3 | 1227 | i | 55 | 1.1 | 1.4 | 8.4 | 0.0%
COc1ccc(CCn2c(=S)[nH]c3ccc(N4CCOCC4)cc3c2=O)cc1OC | 18 | 665 | i | 6 | nt | nt | 10 | -12 | i | 0.0 | 0.8 | 1003 | i | 61 | 2.3 | 2.6 | 3.8 | 0.4%

Source: PubChem BioAssay
